Bioassay records (PubChem)
inhibitors of VEEV: inhibitors of VEEV TC-83 cytopathic effect, confirmation, Vero cells (AID 588727); inhibition, % at 20 µM, or IC50 in µM where a hit was titrated; Vero cells, VEEV TC-83 cytopathic effect inhibition; higher % means a stronger effect; hit rate 0.13% among 350,000; in the data active = a potency from the dose series; note: strong numbers were not always called active
M. tuberculosis HTS: M. tuberculosis growth inhibition, HTS (AID 449762); M. tuberculosis H37Rv growth inhibition, 7H9 media; higher % means a stronger effect; one-dose inhibition, % at 25 µM; IC50 in µM for titrated hits; hit rate 0.59% among 330,000; in the data active = a potency from the dose series;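 note: bacterial growth assessed after seven days of incubation; strong numbers were not always called active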
tuberculosis growth: growth inhibition of non-replicating M. tuberculosis (AID 488890). Mycobacterium tuberculosis non-replicating, growth inhibition; higher % means a stronger effect. one-dose inhibition, % at 25 µM; IC50 in µM for titrated hits. hit rate 0.39% among 320,000; in the data active = a potency from the dose series;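 note: plate controls were DMSO cells for no effect and high antibiotic wells for full effect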
H1N1 NS1A inhibition: NS1A inhibition, H1N1 influenza, cell based functional assay (AID 504329); inhibition, % at 12.5 µM, or IC50 in µM where a hit was titrated; hit rate 0.3% among 340,000; NS1A functional cell-based assay, percent inhibition; higher % means a stronger effect; in the data active = a potency from the dose series; note: strong numbers were not always called active
Salmonella PhoP GFP: PhoP regulon inhibitors, Salmonella typhi PhoP promoter GFP reporter, confirmatory (AID 1850); Salmonella Typhi PhoP-promoter GFP reporter, fluorescence, 4 h; higher % means a stronger effect; one-dose inhibition, % at 50 µM; IC50 in µM for titrated hits; hit rate 0.33% among 310,000; in the data active = a potency from the dose series;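 note: 0% = induced wells with vehicle and 100% = uninduced wells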
inhibitors of VEEV 10K pilot screen: also measured in inhibitors of VEEV; calls as there; inhibition, %; measured here: 10K pilot screen inhibition
Active calls of the source: *; i = inactive; nt = not tested or not shown; & = joins results of further samples.

SMILES	inhibitors of VEEV	M. tuberculosis HTS	tuberculosis growth	H1N1 NS1A inhibition	Salmonella PhoP GFP	others
COC(=O)c1cc(CNC(=O)c2ccc(N3CCCC3)c([N+](=O)[O-])c2)ccc1OC	6.8%	-10%	-5%	-2%	0%
O=C(C[C@H]1C/C=C\C[C@H](NC(=O)OCC2c3ccccc3-c3ccccc32)C(=O)OC[C@H](Cc2ccccc2)NC1=O)N[C@H](CO)Cc1ccccc1	0.5%	-3%	56%	-4%	nt
O=C(OCc1c(-c2ccccc2)ncc2ccccc12)N1CCOCC1	4.3%	1%	63%	-4%	nt	inhibitors of VEEV 10K pilot screen=5.8
Cc1cc(=O)oc(C)c1C(=O)NCc1ccc(F)cc1	1.9%	-5%	4%	14%	-6%
O=C(CCCC(=O)c1ccccc1)NCc1ccccc1	0.5%	-2%	10%	20%	6%
C[C@]12C=CC(=O)C=C1CC[C@@H]1[C@@H]2C(=O)C[C@@]2(C)[C@H]1CC[C@]2(O)C(=O)CO	i	-6%&6%	1%&-4%	-9%&-9%	10%
COc1cc(-c2nc3ccccn3c2/N=C/c2cccc(F)c2)ccc1O	0.8%	7%	34%	5%	-9%
c1ccc(CCn2nnnc2C(c2cccnc2)N2CCOCC2)cc1 (stereo not given)	0.1%	-4%	-6%	5%	-1%
CCNC(=O)C1CC(=O)N(Cc2ccc(F)cc2)C(=Nc2ccc(OC)cc2)S1 (stereo not given)	0.4%	18%	15%	-5%	7%
O=C(CN(C(=O)CNS(=O)(=O)c1ccccc1)c1ccc2c(c1)OCCO2)NCc1ccco1	0.9%	-8%	-11%	-13%	11%
Cn1c(S(=O)(=O)O)nc2ccccc21	0.2%	-4%	-17%	-14%	2%
COc1ccc(C(=O)N2CCCC(c3ccccc3)=N2)cc1	1.9%	62%	4%	nt	-1%
CC(O)[C@@H](C(=O)N1CCNCC1)n1cc(CCCCN)nn1 (stereo not given in full)	0.6%	0%	-5%	3%	10%
NC(=O)c1ccccc1NC(=O)CCCc1ccccc1	i	2%	17%	-3%	1%
CC(=O)/C(=N/Nc1ccc(C)cc1)Sc1nnc(CCc2ccccc2)n1-c1ccccc1	0.2%	5%	-3%	5%	-7%
C(=N\Nc1ccccn1)/c1c[nH]c2ccccc12	2.0%	-1%	8%	-11%	-4%
COc1ccc(S(=O)(=O)N2CCOC2CNC(=O)C(=O)NCCc2ccccc2)cc1C (stereo not given)	i	-6%	27%	-8%	-3%	inhibitors of VEEV 10K pilot screen=0.1
O=C(O)c1cc(=O)n(Cc2ccccc2)c(=O)[nH]1	0.7%	3%	-4%	-10%	2%
COc1ccc(C(=O)Oc2ccc3ccc(=O)oc3c2)cc1OC	0.4%	27%	5%	6%	0%
O=C(Cn1cc(C(=O)c2ccco2)c2ccccc21)NC1CCCCC1	1.6%	-5%	23%	8%	7%
Cc1ccc(S(=O)(=O)n2ccc3c2CCCC3=O)cc1	0.5%	-2%	5%	-15%	-1%
COc1cccc(-c2cc3c(-n4cccc4)ncnc3o2)c1	11%	-4%	10%	-3%	-20%
Cc1ccccc1NC(=O)Cc1nc(COC(=O)COc2cccc(C)c2C)cs1	5.7%	55%	58%	-6%	-9%
CCN(CC)S(=O)(=O)c1ccc2c(c1)nc(CCC(=O)Nc1ccc(N3CCOCC3)cc1)n2C	1.5%	-4%	23%	0%	7%
CCNC(=O)NC(=O)C(C)OC(=O)CCCSc1nc2ccccc2s1 (stereo not given)	0.2%	-10%	4.7µM*	-4%	-3%
Cc1ccc[n+](CC(=O)Nc2ccc([N+](=O)[O-])cc2Cl)c1	2.1%	0%	-8%	0%	2%
CCC(C)NC(=O)c1ccc(CSCc2ccc(Cl)cc2)o1 (stereo not given)	i	6%	79%	-10%	-2%
Cc1cccc(S(=O)(=O)N(CC(=O)Nc2ccccc2C)Cc2ccco2)c1	6.8%	-3%	-3%	-1%	-7%
O=C(c1ccnc(Cl)c1)N1CCCC(Nc2ccc(F)cc2)C1 (stereo not given)	1.1%	-2%	-7%	2%	-6%
FC(F)(F)c1ccccc1NC(=S)N1CCN(c2ncccn2)CC1	i	3%	16%	-10%	-7%
CC(C)(C)NC(=O)CN(C(=O)c1snc(C(=O)NC2CCCCC2)c1N)c1ccc(F)cc1	3.3%	4%	-4%	-21%	11%
Nc1nc(-c2ccco2)nn1C(=O)c1ccc(Cl)cc1	1.8%	-6%	-14%	-2%	-11%
COc1ccc(CCNCc2ccccn2)cc1OC	2.9%	5%	2%	25%	-2%
CC1CCCC(C)N1C(=O)CSc1nc2ncnc(N)c2[nH]1 (stereo not given)	i	3%	-13%	-8%	10%
CC(C)c1cccc(C(C)C)c1NC(=O)CN1CCCC1	0.3%	16%	-9%	-8%	10%
CCCCc1cc(=O)oc2cc(C)cc(OCC(=O)Nc3ccccn3)c12	0.3%	-6%	12%	-7%	6%
CCn1cc(CNC(=O)c2ccc(C)s2)cn1	0.3%	-4%	4%	4%	2%
CCOc1cc(C2C(C#N)=C(N)SC(N)=C2C#N)ccc1OCCN1CCOCC1	i	61%	22%	5%	-8%
Cc1cc(NC(=O)c2ccccc2Cl)ccc1NC(=O)c1ccccc1Cl	0.1%	6%	6%	3%	1%
CO/N=C(\C)c1ncc(C(F)(F)F)cc1N1CCOCC1	2.1%	2%	nt	-5%	2%
CCNC(=S)N/N=C/c1cn(Cc2ccccc2F)c2ccccc12	1.5%	-3%	-17%	4%	10%
COc1ccc(S(=O)(=O)NCCCN2CCCC2=O)cc1OC	i	1%	-14%	-7%	-4%
CCc1ccc(-c2nc(-c3ccncc3)no2)cc1	4.8%	9%	61%	-10%	9%
CCOC(=O)c1ccc(N2CCN(c3ccc(F)cc3)CC2)c(NC(=O)Nc2cccc(OC)c2)c1	1.8%	-3%	-14%	-2%	-5%
O=C(CN(C(=O)c1csnn1)c1cccc(F)c1)NCc1ccc(F)cc1	1.7%	-3%	2%	1%	-10%
CC1O[C@H](OC2C(COC3OC(CO)C(O)[C@H](O)C3O)OC(OC3CC[C@]4(C)C(CC[C@@]5(C)[C@@H]4C=C[C@]46OC[C@@]7(CCC(C)(C)C[C@H]74)C(O)C[C@@]56C)C3(C)C)C(O)C2O)C(O)C(O)C1O (stereo not given in full)	0.3%	-3%	1%	-2%	nt
Cc1ccc(-n2nc(C)c(Sc3ccccc3[N+](=O)[O-])c2N)cc1	i	13%	76%	11%	-8%
COc1ccccc1CCNC(=O)C(=O)NCC1OCCN1C(=O)c1ccc(Cl)cc1 (stereo not given)	8.0%	-16%	34%	18%	-10%
CCOc1ccc(C(=O)NCC(=O)NNC(=O)CN(C)S(=O)(=O)c2ccc(Cl)cc2)cc1	0.5%	-2%	-1%	-1%	-2%
CC(=O)Nc1ccc(NC(=S)NC(=O)/C=C/c2ccc(Cl)cc2)cc1	1.6%	-5%	9%	8%	15%	inhibitors of VEEV 10K pilot screen=4.3
O=C(Nc1ccnn1C1CCN(Cc2ccccc2OCCO)CC1)c1cccc(F)c1	1.1%	-4%	0%	14%	-7%
Cc1nc(SCC(=O)NCCc2ccccc2)c2oc3ccccc3c2n1	i	4%	4%	-15%	7%
COc1ccc(Nc2nc(C)nc3c2nnn3Cc2ccccc2)cc1OC	9.1%	3%	8%	-1%	3%
COc1ccc(-c2nc3cc(C)ccn3c2NCc2ccc3c(c2)OCO3)cc1	3.2%	10%	29%	6%	12%
Cc1ccc(S(=O)(=O)NCCc2nnc(SCc3cccnc3)n2C)cc1	0.3%	4%	-11%	11%	2%
CCN(CC)c1ccc(/C=C(\C#N)c2ccccn2)cc1	2.5%	50%	50%	1%	-1%
O=c1[nH]c(CSc2nc3ccccc3s2)nc2cc(Cl)ccc12	nt	7%	77%	nt	8%
CN(C(=O)CSc1nnc(-c2cccc(F)c2)n1N)C1CCS(=O)(=O)C1 (stereo not given)	0.6%	3%	-11%	12%	3%
CCOc1ccc(NC(=O)CSc2nc(=O)n(Cc3ccccn3)c3c2CCC3)cc1	i	10%	6%	-12%	-2%
CN(C)c1ccc(C(=O)N2CCCC(CCC(=O)N3CCN(c4ccccn4)CC3)C2)cc1 (stereo not given)	3.4%	-4%	14%	-1%	-7%
Going on with the list:
SMILES	inhibitors of VEEV	M. tuberculosis HTS	tuberculosis growth	H1N1 NS1A inhibition	Salmonella PhoP GFP	others
O=P(c1ccccc1)(c1ccccc1)c1cc(Br)cc(Br)c1OCCO	i	0%	7%	0%	-1%
CN(C)CCN(C(=O)c1ccc2ccccc2c1)c1nc2cc3c(cc2s1)OCCO3	2.1%	-6%	-4%	7%	-16%
Cc1c(N=Nc2c(O)n(-c3ccc(Br)cc3)c(=O)[nH]c2=O)c(=O)n(-c2ccccc2)n1C	0.3%	-8%	6%	6.2µM*	16%
c1ccc(CN2CCN(c3cnc4ccccc4n3)CC2)cc1	0.6%	8%	4%	-3%	4%
CCC(CC)NC(=O)/C=C/c1ccccc1Cl	i	-7%	-14%	-1%	0%
CCc1ccc(OCC(=O)Nc2ncc3c(n2)CC(C)(C)CC3=O)cc1	2.1%	4%	60%	2%	-6%
O=C(COC(=O)/C=C/c1ccc(F)cc1)Nc1ccc(S(=O)(=O)N2CCOCC2)cc1	i	7%	19%	-9%	nt

Compounds from the list above that contain a Cl atom, in the order listed:
SMILES	inhibitors of VEEV	M. tuberculosis HTS	tuberculosis growth	H1N1 NS1A inhibition	Salmonella PhoP GFP	others
Cc1ccc[n+](CC(=O)Nc2ccc([N+](=O)[O-])cc2Cl)c1	2.1%	0%	-8%	0%	2%
CCC(C)NC(=O)c1ccc(CSCc2ccc(Cl)cc2)o1 (stereo not given)	i	6%	79%	-10%	-2%
O=C(c1ccnc(Cl)c1)N1CCCC(Nc2ccc(F)cc2)C1 (stereo not given)	1.1%	-2%	-7%	2%	-6%
Nc1nc(-c2ccco2)nn1C(=O)c1ccc(Cl)cc1	1.8%	-6%	-14%	-2%	-11%
Cc1cc(NC(=O)c2ccccc2Cl)ccc1NC(=O)c1ccccc1Cl	0.1%	6%	6%	3%	1%
COc1ccccc1CCNC(=O)C(=O)NCC1OCCN1C(=O)c1ccc(Cl)cc1 (stereo not given)	8.0%	-16%	34%	18%	-10%
CCOc1ccc(C(=O)NCC(=O)NNC(=O)CN(C)S(=O)(=O)c2ccc(Cl)cc2)cc1	0.5%	-2%	-1%	-1%	-2%
CC(=O)Nc1ccc(NC(=S)NC(=O)/C=C/c2ccc(Cl)cc2)cc1	1.6%	-5%	9%	8%	15%	inhibitors of VEEV 10K pilot screen=4.3
O=c1[nH]c(CSc2nc3ccccc3s2)nc2cc(Cl)ccc12	nt	7%	77%	nt	8%
CCC(CC)NC(=O)/C=C/c1ccccc1Cl	i	-7%	-14%	-1%	0%
